# Screens deposited in PubChem by several laboratories.
# XIAP antagonists = XIAP antagonists, biochemical, IAP family, fluorescence polarization (AID 1018); XIAP BIR domain, fluorescence polarization peptide displacement; higher % means a stronger effect; one-dose displacement, % at 20 µM; IC50 in µM for titrated hits; actives 0.007% (n = 200,000); in the data active = displacement above about 50%; note: a part of the inactive calls stands beside numbers as strong as those of hits
# ER stress rescue = rescue of cells from ER stress-induced death, primary screen, 384-well, CSM14.1, thapsigargin, ATP luminescence (AID 1222) | CSM14.1 thapsigargin-induced death rescue, ATP luminescence; higher % means a stronger effect | cellular ATP content (survival), % at 20 µM; hits with a dose series show EC50 in µM | 190,000 tested, under 10 active;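 active = EC50 below 50 µM in the dose-response confirmation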;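 note: death triggered by thapsigargin at about 15 µM added after 2 h compound pretreatment; cell ATP read after overnight thapsigargin exposure of roughly 18 to 22 hours; normalized against plate controls of thapsigargin alone and 5% DMSO vehicle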
# Dengue-2 NS5 capping = flavivirus cap methylation enzyme inhibition – biochemical, confirmation dose response, primary screen (AID 588689). Dengue-2 NS5 methyltransferase capping enzyme assay, biochemical; higher % means a stronger effect. one-dose inhibition, % at 25 µM; IC50 in µM for titrated hits. actives 0.3% (n = 340,000); in the data active = a potency from the dose series; inconclusive = inhibition above about 29% without an active follow-up result
# West Nile virus CPE = inhibition of WNV-induced cytopathic effect – cell-based, CPE readout (AID 1621) | CPE inhibition, % at 10 µM; hits with a dose series show IC50 in µM | actives 0.02% (n = 290,000) | West Nile virus-infected cells, CPE inhibition; higher % means a stronger effect; in the data active = a potency from the dose series; inconclusive = CPE inhibition mostly from about 3.7% at the one dose, without a potency; inactive = the rest, 99 in 100 with CPE inhibition below about 2.2%; note: strong numbers were not always called active
# SV40 large T antigen = TAg ATPase/helicase activity blockers – biochemical (AID 1903) | SV40 large T antigen ATPase/helicase inhibition assay; higher % means a stronger effect | inhibition, % at 20 µM; hits with a dose series show IC50 in µM | actives 0.39% (n = 310,000); in the data active = a potency from the dose series; inconclusive = inhibition mostly from about 32% at the one dose, without a potency; inactive = the rest, 99 in 100 with inhibition below about 32%; note: strong numbers were not always called active
# WT yeast gro inh = growth inhibition of WT yeast, mitochondrial fusion screen; mitochondrial fusion phenotypic screen, WT strain; inhibition, % at 10 µM; actives 2.1% (n = 190,000); AID 1362; in the data active = inhibition above about 58%; tested in S. cerevisiae
# RSV antiviral HEp-2 = inhibition of RSV-induced cytopathic effect – HEp-2 cells, primary 10 µM value included (AID 2391) | one-dose CPE inhibition, % at 10 µM; IC50 in µM for titrated hits | HEp-2 cells, RSV-induced CPE inhibition; higher % means a stronger effect | actives 0.13% (n = 310,000); in the data active = a potency from the dose series; inconclusive = CPE inhibition mostly from about 23% at the one dose, without a potency; inactive = the rest, 99 in 100 with CPE inhibition below about 21%; note: strong numbers were not always called active
# Yfh1-off respiration = mitochondrial function rescue without frataxin homolog – Friedreich's ataxia, plus single-dose screen, dose response (AID 1465). S. cerevisiae Yfh1-off respiration, WST-1 reduction, 72 h; higher fold induction means a stronger effect. fold induction at 50 µM, or EC50 in µM where a hit was titrated. actives 0.074% (n = 220,000);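 active = fold induction of absorbance versus untreated yeast above a set limit, then at least 30% activation at any dose in follow-up; inconclusive = repeats straddling the limit, or above it without dose testing; inactive = fold induction below the set limit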;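 note: activators that raise dye reduction in frataxin-depleted yeast; strong numbers were not always called active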
# K1F lysis inhibition = inhibition of K1F phage lysis, E. coli UTI89, bacterial capsule biogenesis inhibitors, alamar blue (AID 488966) | actives 0.02% (n = 340,000) | E. coli UTI89 K1F phage lysis, alamar blue, 2 h; higher % means a stronger effect | inhibition, % at 100 µM; hits with a dose series show IC50 in µM;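 active = phage lysis inhibition, versus mean bacterial control, above a set limit; inconclusive = no clear call, values can overlap the other calls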;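 note: capsule biogenesis inhibitors block K1F phage lysis so surviving cells raise fluorescence; higher fluorescence means more inhibition of phage lysis; actives were called in the ten point dose series up to 300 µM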
# WT yeast gro inh mutant strain = second read-out of WT yeast gro inh, no call of its own (marks repeat the call); inhibition, %; mitochondrial fusion phenotypic screen, mutant strain inhibition
# Dengue-2 NS5 capping pilot replicate = also measured in Dengue-2 NS5 capping; calls as there; inhibition, %; measured here: pilot screen replicate inhibition
# * marks the source's active call; other numbers are inactive results; i = inactive; ? = inconclusive; · = not tested or not shown; [ ] = remark or other dose.
SMILES,XIAP antagonists,ER stress rescue,Dengue-2 NS5 capping,West Nile virus CPE,SV40 large T antigen,WT yeast gro inh,WT yeast gro inh mutant strain,RSV antiviral HEp-2,Yfh1-off respiration,K1F lysis inhibition,others
CC(Oc1ccc2c(=O)c(-c3ccc(Cl)cc3)c(C(F)(F)F)oc2c1)C(=O)O (stereo unspecified),·,·,5%,0.3%,9%,·,·,6.1%,i,-0.2%[50 µM],
Cc1cc(C)nc(SCc2nnc(SCC(N)=O)n2Cc2ccco2)n1,-0.4%,-1.4%,-1%,0.1%,2%,9,10,0.4%,i,-3.2%,
CCn1c(=O)c2c(nc3n2CC(C)CN3CCc2ccccc2)n(C)c1=O (stereo unspecified),-5.9%,-0.1%,-11%,-0.6%,11%,-1,20,2.3%,i,-0.4%,
Cc1ccc(Nc2nc(C(=O)N3CCC(C(=O)NCc4ccccc4)CC3)cs2)cc1,·,·,1%,-1.0%,6%,·,·,?,·,0.4%,
COc1cc(N)ccc1NC(=O)c1cc2ccccc2o1,·,·,-3%,-0.9%,17%,·,·,0.0%,·,0.0%,
CN(C(=O)CCn1c(=S)oc2ccccc21)C1CCCCC1,·,·,2%,-0.6%,8%,·,·,1.4%,i,0.2%,
CC1CCCCN1C(=O)c1ccc(C(=O)Nc2ccc(F)cc2)cc1 (stereo unspecified),·,·,3%,·,3%,·,·,0.5%,·,0.3%,
CNC(=O)CN(c1ccc2c(c1)OCCO2)S(C)(=O)=O,-3.9%,-1.2%,-7%,0.4%,-9%,-17,-66,·,i,-2.1%,
CCCSc1ccc([C@@H]2[C@@H]3C(=O)N(C)C(=O)[C@@H]3[C@]3(C(=O)OC)CCCCN23)cc1OC,·,·,-8%,·,23%,·,·,3.3%,·,0.3%,
CC(CC(=O)NNC(=O)c1ccncc1)c1ccccc1 (stereo unspecified),·,·,-2%,·,8%,·,·,-1.5%,·,1.3%[50 µM],

# Arranged by molecular weight (high to low): part of the list above
SMILES,XIAP antagonists,ER stress rescue,Dengue-2 NS5 capping,West Nile virus CPE,SV40 large T antigen,WT yeast gro inh,WT yeast gro inh mutant strain,RSV antiviral HEp-2,Yfh1-off respiration,K1F lysis inhibition,others
CC(Oc1ccc2c(=O)c(-c3ccc(Cl)cc3)c(C(F)(F)F)oc2c1)C(=O)O (stereo unspecified),·,·,5%,0.3%,9%,·,·,6.1%,i,-0.2%[50 µM],
Cc1cc(C)nc(SCc2nnc(SCC(N)=O)n2Cc2ccco2)n1,-0.4%,-1.4%,-1%,0.1%,2%,9,10,0.4%,i,-3.2%,
CCn1c(=O)c2c(nc3n2CC(C)CN3CCc2ccccc2)n(C)c1=O (stereo unspecified),-5.9%,-0.1%,-11%,-0.6%,11%,-1,20,2.3%,i,-0.4%,
CN(C(=O)CCn1c(=S)oc2ccccc21)C1CCCCC1,·,·,2%,-0.6%,8%,·,·,1.4%,i,0.2%,

# The list goes on.
SMILES,XIAP antagonists,ER stress rescue,Dengue-2 NS5 capping,West Nile virus CPE,SV40 large T antigen,WT yeast gro inh,WT yeast gro inh mutant strain,RSV antiviral HEp-2,Yfh1-off respiration,K1F lysis inhibition,others
COc1cccc(C2CC(c3ccc(C)cc3)Nc3nc(N)nn32)c1 (stereo unspecified),-8.3%,-1.3%,-2%,-0.6%,23%,1,-1,-0.1%,i,3.6%,
C#CCOCCOCCOCCNc1nc(N2CCN(C(=O)[C@H]([C@@H](C)CC)n3cc([C@@H](N)CO)nn3)CC2)nc(N2CCN(C(=O)[C@H]([C@@H](C)CC)n3cc([C@@H](N)CC(C)C)nn3)CC2)n1,-6.2%,0.7%,15%,0.6%,11%,2,5,1.1%,i,0.3%,
COc1ccc(C(=O)Nc2cccc(-c3cnc4ccccc4n3)c2)cc1,-2.6%,-0.7%,0%,0.6%,11%,-12,-1,-0.1%,i,0.0%,
COC(=O)c1sc(NC(=O)C(C)c2ccccc2)nc1C (stereo unspecified),-2.0%,-1.2%,-1%,-0.6%,8%,3,13,3.7%,i,1.2%,
COCCNC(=O)CN1CCN(C(c2ccccc2)c2ccccc2)CC1,-9.1%,-1.1%,-4%,-0.3%,25%,10,8,-0.6%,i,0.0%,
CCOC(=O)C1CCN(C(=O)C2CCCN(S(=O)(=O)c3ccc(OCC)c(Cl)c3)C2)CC1 (stereo unspecified),·,·,4%,·,15%,·,·,-2.3%,·,-0.1%[50 µM],
CCc1ccc(CNCCSc2nnnn2C)cc1,-6.0%,-1.4%,-5%,0.1%,4%,7,-4,-1.1%,i,1.0%,Dengue-2 NS5 capping pilot replicate=5.3
COc1ccc2cc3c(N)nn(C(=O)Cc4ccc(Cl)cc4)c3nc2c1,-9.6%,-0.5%,1%,·,13%,-8,-14,0.3%,·,0.2%,
Cc1ccc(Nc2ncnc3ccccc23)cc1,-2.6%,0.0%,3%,-0.6%,25%,6,-3,1.2%,i,0.2%,
CCOc1c2ccc(C(=O)NCCc3ccc(C)cc3)cc2nn1CC,-0.9%,-1.4%,2%,0.1%,14%,-5,-1,2.9%,i,2.0%,
COc1ccc(CCNC(=O)c2ccc(-c3ccc([N+](=O)[O-])cc3Cl)o2)cc1,-9.7%,3.9%,-2%,-0.9%,3%,20,10,26µM*,i,0.1%,
O=C(CNS(=O)(=O)c1cccs1)N1CCN(c2ccccc2F)CC1,·,·,1%,-0.7%,-6%,·,·,0.0%,·,-0.5%,
O=C(Oc1c(CN2CCOCC2)cc(Cl)c2cccnc12)c1ccc(F)cc1,-2.4%,-0.2%,-1%,?,1%,-1,3,-2.4%,i,0.3%,Dengue-2 NS5 capping pilot replicate=0.9
O=C(CCCOc1ccccc1)Nc1ccccc1C(F)(F)F,-2.3%,0.5%,-2%,-1.4%,7%,-5,-11,2.2%,i,5.8%,
COc1cc(C(=O)N(C)CC(=O)Nc2cccc(F)c2)ccc1OCc1ccccc1,·,·,1%,·,9%,·,·,6.3%,·,1.2%[50 µM],
COc1ccc(N2CCN(C(=S)Nc3cccc(C)c3)CC2)cc1,-2.5%,-0.3%,-1%,0.1%,20%,16,23,5.8%,i,-0.2%,
CCN(C(=O)CN(C)Cc1cccc(Cl)c1Cl)c1c(N)n(Cc2ccccc2)c(=O)[nH]c1=O,-12%,-1.5%,1%,0.3%,2%,-7,-9,1.1%,i,2.0%[50 µM],
C=CCc1c(C)nc(-c2ccccc2)nc1N/N=C(\C)c1ccc(N)cc1,1.9%,-3.9%,-4%,-1.0%,-4%,25,17,13%,i,0.4%,
O=C(c1ccccc1)N1CCC(CC2CC(c3ccc(Cl)cc3)=NO2)(C(=O)NCC2CCCCC2)CC1 (stereo unspecified),·,·,-8%,-1.5%,31%,·,·,2.7%,·,0.7%,
CCCCOC(=O)c1ccc(Nc2ncnc3nc[nH]c23)cc1,-8.0%,·,3%,0.2%,3%,-35,-5,2.8%,i,1.3%,
O=C(CNC(=O)c1ccccc1F)NCc1cccnc1,·,·,-5%,-0.1%,2%,·,·,1.2%,·,0.3%,
Cc1cc(NC(=O)c2cc([N+](=O)[O-])cc([N+](=O)[O-])c2C)no1,3.9%,0.2%,5%,-0.5%,20%,-10,-3,-1.0%,i,-0.1%,
CN1OC(Cn2cc(C#N)c(=O)n(C)c2=O)CC1c1ccccc1 (stereo unspecified),-5.1%,·,4%,0.2%,11%,11,-6,2.9%,i,-1.1%,
Cn1c(=O)n(Cc2ccc(F)cc2)c(=O)c2c1nc1n2CCN1Cc1ccco1,-0.7%,-1.8%,-4%,-1.2%,8%,-6,5,2.2%,i,0.0%,
NC(=O)COC(=O)c1ccc2c(c1)C(=O)N(Cc1ccco1)C2=O,·,·,-5%,0.2%,3%,·,·,1.9%,·,0.2%,
Cc1ccc(C(=O)OCCc2c(C)[nH]n(-c3ccccc3)c2=O)cc1,-2.1%,-3.5%,6%,-0.8%,5%,9,-1,0.9%,i,0.4%,
C=C(Cl)COC(=O)C1C2C=CC(C2)C1C(=O)O (stereo unspecified),-1.6%,-2.1%,5%,0.5%,5%,7,-2,0.6%,i,0.8%,
CCn1c(N2CCC(Cc3ccccc3)CC2)nc2c1c(=O)[nH]c(=O)n2C,-2.0%,0.3%,·,·,29%,56,37,?,·,-0.7%,
CCOc1ccccc1NC(=O)CNS(=O)(=O)c1ccc2nc(C)sc2c1,-4.9%,-12%,2%,-0.3%,4%,4,-8,-0.6%,i,2.0%,
CC(=O)N1CCN(C(=O)CCC(=O)O)CC1,·,·,-4%,0.8%,9%,·,·,2.3%,i,0.9%[50 µM],
NC(=O)NC(=O)COC(=O)CNS(=O)(=O)c1ccc(F)c(F)c1F,·,·,-5%,0.3%,3%,·,·,0.3%,i,0.5%,
NS(=O)(=O)c1ccc(NC(=O)COc2ncnc3c2cnn3-c2ccccc2)cc1,-1.7%,-1.0%,-6%,0.8%,5%,-5,-4,3.1%,i,0.1%,
CC(/C=N\N1CCN(Cc2ccc(C)cc2)CC1)=C\c1ccccc1,-4.1%,-1.1%,-3%,-0.8%,10%,50,43,1.5%,i,0.0%,
O=C(COc1ccc(Br)cc1)NCCN1CCCC1,·,·,-10%,-1.0%,8%,·,·,-0.8%,·,-0.1%,
CCCC[C@H]1COCCS(=O)(=O)N1Cc1ccc(Br)cc1,·,·,-6%,-1.0%,3%,·,·,-1.8%,·,-0.4%,
CC(=O)Nc1ccc(OC(=O)c2cccs2)cc1,-4.1%,-0.1%,-6%,-0.3%,19%,-2,1,0.3%,i,3.1%,
CCN(CC)S(=O)(=O)c1ccc(F)c(C(=O)NCCC(C)C)c1,-4.1%,0.2%,4%,-1.0%,1%,10,9,-0.1%,i,0.4%,
CN(C)/N=C/c1ccc(OC(=O)c2cccc([N+](=O)[O-])c2)cc1,-4.6%,0.5%,7%,1.5%,28%,2,-3,-0.7%,i,0.2%,
Cc1ccc2nc(-c3ccc(N)cc3)sc2c1,·,·,·,-0.7%,9%,·,·,30µM*,i,·,
Cc1cc(C)c([N+](=O)[O-])cc1NC(=O)CCSc1ccccc1Cl,-1.9%,12%,-7%,-1.1%,-2%,-9,8,0.5%,i,0.2%,
C/C(=C\c1cccc(Br)c1)C(=O)c1c(C)cc(C)[nH]c1=O,·,·,-30%,-1.2%,7%,·,·,1.1%,·,-0.1%,
O=[N+]([O-])c1ccc(C2Oc3ccccc3C3CC(c4ccccc4)=NN32)s1 (stereo unspecified),-6.4%,-1.2%,·,0.8%,17%,96,96,4.0%,i,·,
COC(=O)c1ccc(C)c(NS(=O)(=O)c2ccc3c(c2)OCCO3)c1,0.2%,-1.1%,1%,?,10%,20,-3,2.3%,i,0.2%,
COc1cc(OC)c(OC)cc1CN1CCCC(C(=O)N2CCCC2)C1 (stereo unspecified),·,·,-3%,-0.4%,7%,·,·,0.2%,·,0.3%,
Cc1occc1-c1nnc(SCC(=O)Nc2nc(C(C)(C)C)cs2)o1,-5.4%,-2.4%,-6%,0.9%,6%,6,3,4.2%,i,-2.6%,
